MBNL1-CUG inh = blocks human MBNL1 binding to CUG repeat RNA. TR-FRET MBNL1-His/biotin-(CUG)12 binding, 665/545 ratio. Potency, µM (top dose mostly 57.5 µM), for the others: top-dose activity change, negative = inhibition, actives largely listed as inhibitors. 280,000 tested, 0.036% active. AID 2675; active = well fitted inhibition curve with a large enough effect in the signal ratio, with a control signal flat, not every such curve was filed as active; inconclusive = small, poorly fitted or top-dose-only effect, or effect the other way, or a change in a side signal; inactive = no such curve, though single readings can be large or run the other way; the % refers to the signal ratio; note: potency is the fitted concentration of half-maximal effect; % is set by controls: 0 for no effect and ±100 for the full control effect
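MBNL1-His + Biotin-(CUG)12, cpd titration 92 nM–58 uM; Tb anti-His Ab 0.055 ng/ul, SA-XL665 5 nM (final); 60 min RT; ratiometric 665/545 nm, Ex 340 nm; normalized to buffer and full-complex controls.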
TRPV1 agonist = agonists of human vanilloid receptor 1 (TRPV1) | Q8NER1 | activation, % at 8.33 µM | TRPV1-expressing cells, Fluo-8 calcium influx, agonist mode | AID 540275 | 320,000 tested, 0.19% active; in the data active = activation above about 80%; inconclusive = between about 30% and that limit; note: 0% is about no effect
Target sequence (Q8NER1 whole entry, looked up): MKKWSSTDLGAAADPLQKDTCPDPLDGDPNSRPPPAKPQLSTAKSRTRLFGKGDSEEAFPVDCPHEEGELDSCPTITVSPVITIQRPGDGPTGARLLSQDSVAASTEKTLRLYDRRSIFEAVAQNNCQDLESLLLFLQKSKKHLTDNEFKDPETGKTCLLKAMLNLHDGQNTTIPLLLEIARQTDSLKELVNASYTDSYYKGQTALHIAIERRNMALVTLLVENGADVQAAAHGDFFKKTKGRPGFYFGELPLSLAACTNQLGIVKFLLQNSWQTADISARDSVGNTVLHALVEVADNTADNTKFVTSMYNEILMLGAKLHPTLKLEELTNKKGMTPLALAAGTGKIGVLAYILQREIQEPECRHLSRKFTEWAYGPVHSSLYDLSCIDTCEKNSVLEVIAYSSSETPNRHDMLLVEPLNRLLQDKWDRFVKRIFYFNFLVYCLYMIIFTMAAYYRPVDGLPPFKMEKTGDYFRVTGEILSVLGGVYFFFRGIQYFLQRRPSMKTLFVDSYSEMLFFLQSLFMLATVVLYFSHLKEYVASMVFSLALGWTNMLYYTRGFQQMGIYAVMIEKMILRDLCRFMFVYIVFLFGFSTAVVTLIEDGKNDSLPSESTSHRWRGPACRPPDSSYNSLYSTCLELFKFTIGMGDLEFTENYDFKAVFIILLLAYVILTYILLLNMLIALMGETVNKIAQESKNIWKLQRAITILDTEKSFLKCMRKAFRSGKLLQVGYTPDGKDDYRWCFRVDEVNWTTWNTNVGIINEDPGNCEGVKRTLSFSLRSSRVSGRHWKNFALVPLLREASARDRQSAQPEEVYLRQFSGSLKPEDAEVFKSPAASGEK
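Fluo-8 calcium influx in TRPV1-expressing cells, kinetic read (ex 480/em 520 nm). Compound added and read 3 min for agonist activity, followed by capsaicin at EC20 final and 2 min further read for enhancement.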
MLL CXXC-DNA inh = MLL CXXC-DNA interaction inhibition. Q03164. MLL-CXXC / FITC-HOXA9 DNA fluorescence polarization. Potency, µM (series often up to 115 µM), for inactives: top-dose activity change, negative = inhibition, usual class: inhibitors. 290,000 tested, 0.037% active; active = well fitted inhibition curve with a large enough effect in the polarisation, with a control signal flat, not every such curve was filed as active; inconclusive = small, poorly fitted or top-dose-only effect, or effect the other way, or a change in a side signal; inactive = no such curve, though single readings can be large or run the other way; the % refers to the polarisation; note: potency is the fitted concentration of half-maximal effect
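Purified MLL-CXXC (added from a 7 uM solution) was preincubated 5 min at ambient with pinned compounds in 50 mM Tris-HCl pH 7.5, 50 mM NaCl, 1 mM DTT, 0.05% BSA. Fluorescein-labeled HOX-A9 DNA (50 nM solution) followed, 30 min, then polarization read.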
ASM inhibitor = inhibitors of human secretory acid sphingomyelinase; placental ASM, HMU-PC fluorogenic substrate, 60 min; P17405; AID 504937; 340,000 tested, 0.006% active; Potency, µM (top dose mostly 57.5 µM), inactives show at the highest dose activity change, negative = inhibition, most hits filed as inhibitors; note: potency is the fitted concentration of half-maximal effect
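Fluorescence read-out (Ex 386 nm, Em 447 nm) after stopping the reaction at pH 10. Enzyme: ASM from human placenta; substrate HMU-PC0, 9 uM final; 60 min, 37 °C. Compound preincubation 10 min, ambient temperature.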
FBPA coupling cs = inhibits coupling enzyme system, counter-screen for aldolase hits; coupling enzyme system counterscreen, AmpLite Red fluorescence; activity change, negative = inhibition, % at 58.2 µM, hits read low; 290,000 tested, 0.67% active; in the data active = activity change below about -30%; note: % is set by controls: 0 for no effect and ±100 for the full control effect
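Counterscreen lacking aldolase: glyceraldehyde-3-phosphate coupling-enzyme reagent preincubated 10 min at RT with compound (at 57.5 uM final), then substrate/coupling system with AmpLite Red added; fluorescence read at 525/598 nm after 20 min RT.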
Integrin act MD = integrin-mediated muscular dystrophy alleviation activation. 350,000 tested, 0.064% active. AID 624291. Potency, µM (titrated, usually from 38.3 µM), for inactives: at the top dose activation, hits mostly activators. alpha7betagal myoblasts, beta-gal FDG fluorescence, 48 h;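 note: potency is the fitted concentration of half-maximal effect; 100% = response of the positive control SU9516; nearly all actives have a fitted effect of over 60% in size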
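Alpha7betagal+/- myoblasts (passage 13) were plated 16-24 hr, then exposed to compounds (1:260 dilution of DMSO stock) for 48 hours at 37C. After MPER lysis, β-galactosidase reporter activity was read as FDG fluorescence (ex 480/em 540) after 30 minutes.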
KCNH2 WT inh = inhibitors of human wildtype KCNH2 potassium channel | AID 720551 | 340,000 tested, 0.37% active | U2OS, BacMam KCNH2, thallium flux FluxOr; stronger effect = lower value | activity change, % at 1.84 µM;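 active = maximum activity change below -70%; inconclusive = maximum activity change between -70% and -50%; inactive = maximum activity change above -50%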; note: % is set by controls: 0 for no effect and ±100 for the full control effect
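U2OS cells were transduced with wild-type KCNH2 virus (2.03 x 10^8 / mL) for 4 h at room temperature, then cultured overnight at 37 C. Thallium flux was read with FluxOr dye. Rate constants were normalized to DMSO controls.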
GALK inhibitor = blocks human galactokinase activity. P51570. Purified GALK, Kinase-Glo residual ATP luminescence. Potency, µM (top dose mostly 57.5 µM), for inactives: top-dose activity change, negative = inhibition, hits mostly inhibitors. 270,000 tested, 0.007% active. AID 1868; note: potency is the fitted concentration of half-maximal effect; % is set by controls: 0 for no effect and ±100 for the full control effect
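Quantitative HTS: GALK 5 nM, ATP 35 uM, galactose 100 uM, 1 h room temperature, then luciferase-based ATP detection.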
A-T KAP1 phos = potential ataxia-telangiectasia treatments restoring KAP-1 phosphorylation. […] A-T fibroblasts, KAP-1 phosphorylation AlphaLISA; neocarzinostatin DNA damage 30 min before lysis. Potency, µM (doses to about 57.5 µM), inactives show at the highest dose activation, usual class: activators. 320,000 tested, 0.19% active. AID 485349; note: potency is the fitted concentration of half-maximal effect; % of control where 0% means no effect; nearly all actives have a fitted effect of over 45% in size
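ATM-like activity read as KAP-1 phosphorylation via AlphaLISA donor/acceptor antibody pairs after lysis and 6 hr at 25C. Cells were ATM-null patient fibroblasts ([…], hTERT), dosed 60 min, then exposed to the DSB inducer NCS for 30 min.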
KCNH2 3.1 block = inhibitors of human KCNH2 3.1 potassium channel isoform; activity change, % (tested at about 1.8 µM); 340,000 tested, 0.95% active; U2OS KCNH2 3.1, thallium flux FluxOr; stronger effect = lower value;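 active = maximum activity change below -70%; inconclusive = maximum activity change from -70% to -50%; inactive = maximum activity change above -50%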;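 note: thallium influx rate constant from kinetic fluorescence after stimulation buffer; % is set by controls: 0 for no effect and ±100 for the full control effect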
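Thallium flux read-out: FluxOr dye with Red40 quencher in HBSS/HEPES, 45 min at RT. Rate constants from kinetic reads were normalized to positive and negative DMSO controls. Cells: U2OS virally expressing the 3.1 isoform.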
Starred values were filed as active, the others as inactive; ? = inconclusive; . = not tested or not shown; [ ] = another dose, or the depositor's remark. Unless noted, calls come from the whole dose curve; as a rule, active = well fitted curve in the direction sought with a large enough effect; inconclusive = small, poorly fitted or top-dose-only effect, or another doubt; inactive = no such curve, though single readings can be large; an effect the other way counts as inactive or inconclusive.

SMILES	MBNL1-CUG inh	TRPV1 agonist	MLL CXXC-DNA inh	ASM inhibitor	FBPA coupling cs	Integrin act MD	KCNH2 WT inh	GALK inhibitor	A-T KAP1 phos	KCNH2 3.1 block
Cc1onc(C(=O)Nc2sc3c(c2C(N)=O)CCCC3)c1[N+](=O)[O-]	?	1	-20%	-1%	-2	32%	25	2%	-3%	0
CCc1ccccc1NC(=O)C1(S(=O)(=O)c2ccc(C)cc2)CC1	-8%	1	3%	-1%	-1	-10%	-1	-3%	3%	-13
CCCOc1ccc(C(=O)NCCC(=O)NCCCC(=O)OCC)cc1	-2%	-3	-2%	-1%	-1	-4%	1	-2%	1%	-8
CC1CC(C)(C)NC(=S)N1CCC(=O)N1CCN(c2ccccc2)CC1 (configuration not stated)	-6%	-3	9%	6%	4	17%	3	1%	0%	13
CN(C(=O)c1cccc(NC(=O)Cc2ccc(NC(=O)C3CCN(C(=O)C4CC4)CC3)cc2)c1)C1CCCCC1	.	.	.	0%	.	16%	-3	.	.	13
Cc1ccc(CS(=O)(=O)c2ncc(Cl)c(C(=O)Nc3nnc(C)s3)n2)cc1	18%	0	?	3%	.	-67%[inhibitor]	3	-4%	0%	-5
CCN(CC)S(=O)(=O)c1ccc(N2CCCCC2)c(NC(=O)C2CCN(C(=O)c3ccc(F)cc3)CC2)c1	.	-10	.	6%	.	0%	-3	.	4%	0
COc1ccc(CNS(=O)(=O)NCc2ccc(C)cc2)cc1OC	.	?	17%	-2%	2	-14%	-3	-7%	-3%	.
CCCCNC(=O)N1CCN(c2ccnc3cc(Cl)ccc23)CC1	14%	?	10%	-2%	0	-47%[inhibitor]	15	2%	4%	?
CN1CCN(c2ccc(NC(=O)c3cc(Cl)c4c(c3)OCCO4)cc2)CC1	.	-5	.	2%	.	-6%	14	.	-3%	-6
CCC1CCCCN1CCCNC(=O)CSc1nc2nc(C)c(Cc3ccc(C)cc3)c(C)n2n1 (configuration not stated)	-8%	2	10%	-2%	3	-50%[inhibitor]	58	5%	5%	-6
COc1ccc(NC(=O)NCCCN2CCCC2=O)c(OC)c1	-7%	8	-1%	1%	0	-1%	0	4%	.	.
COC(=O)c1ccccc1NC(=O)Nc1cccs1	-9%	-2	8%	2%	-1	14%	-2	1%	0%	2
COc1ccccc1/C=N\Nc1cn[nH]c(=O)c1Cl	23%	-4	0%	4%	0	20%	-9	-2%	3%	-2
Cc1ccc(CNC(=O)C2CCN(S(=O)(=O)c3c(C)noc3/C=C/c3ccco3)CC2)cc1	15%	-1	-10%	0%	-2	-16%	2	-1%	4%	17
Cc1ccccc1C(=O)N1CCN(c2ccc([N+](=O)[O-])c(NCc3cccnc3)c2)CC1	?	-3	5%	-16%	0	-20%	3	0%	0%	5
CN(C)CC1(C)Cc2ccsc2C1O (configuration not stated)	.	.	.	2%	.	9%	-3	.	.	-6
Cc1cc(C)n2nc(CNS(=O)(=O)c3c(F)c(F)c(F)c(F)c3F)nc2n1	-12%	1	7%	-6%	1	0%	30	0%	-16%	7
O=C(Nc1ccc(OC(F)(F)F)cc1)Oc1ccccc1N1CCOCC1	-5%	3	3%	1%	1	1%	6	5%	7%	11
Cc1ccc2ccc(C(Nc3cccc(C(F)(F)F)c3)c3cccnc3)c(O)c2n1 (configuration not stated)	4%	17	0%	-11%	-5	-5%	-7	15%	2%	-7
CCCn1ncc(CN2CCN(Cc3ccc(C)o3)C(CCO)C2)c1C (configuration not stated)	-2%	0	-8%	1%	5	-2%	2	0%	4%	0
O=C(CN1C(=O)NC2(CCCC2)C1=O)NCc1cccc(Cl)c1	.	.	.	0%	.	0%	-4	.	14%	22
COc1ccc(NC(=O)c2cc3c(s2)CCC3)cc1S(=O)(=O)N1CCOCC1	-8%	22	128%[activator]	19%	3	-33%	-1	1%	-9%	-1
O=S(=O)(Nc1cccc(-c2cn3cccnc3n2)c1)c1ccc(-c2ccccc2)cc1	-2%	-1	34%[activator]	27%	1	-4%	4	1%	3%	5
O=C(CCCC(=O)NC1CCCC1)NC1CCCC1	95%[activator]	1	13%	2%	0	-2%	-2	-4%	-2%	14
COc1ccc(NS(=O)(=O)c2cc(NC(=O)[C@@H](NC(=O)c3ccccc3)C(C)C)ccc2C)cc1	3%	0	4%	-1%	-4	-15%	-3	1%	-9%	-17
OCC1OC(n2cnc3c(NCc4ccco4)ncnc32)C(O)C1O (configuration not stated)	.	.	.	1%	3	0%	-22	.	.	.
CCOC(=O)N1CCN(C(=O)CN(C)S(=O)(=O)c2ccc3c(c2)C(C)(C)C(=O)N3C)CC1	11%	-2	3%	5%	1	-9%	4	7%	-2%	15
O=C(NN=C1CCCC1)c1cccc(Br)c1	1%	-2	3%	2%	1	-14%	0	-23%	8%	-6
N#CCCn1c(SCC(=O)NCC2CCCO2)nc2ccccc21 (configuration not stated)	-6%	1	-4%	1%	3	13%	0	0%	-1%	-14
O=C(NCCCN1CCCCCC1)c1ccc2c(c1)NC(=O)C(N1CCOCC1)S2 (configuration not stated)	-16%	-1	7%	3%	2	-1%	-9	-2%	-1%	8
O=S(=O)(c1cccc(Br)c1)N1CCN(CCc2ccccc2)CC1	-4%	-1	2%	-3%	3	-40%	-2	-1%	16%	2
Cc1cc(C(=O)COC(=O)CCC(=O)c2ccc3c(c2)OCCO3)c(C)n1Cc1ccco1	-12%	8	3%	-2%	2	-10%	-6	2%	1%	27
Cc1sc2ncnc(N3CCC(C(=O)Nc4ccc(C#N)cc4)CC3)c2c1C	.	30	.	13%	.	-3%	7	.	8%	-31
CCOC(=O)c1ccc(NC(=O)Nn2cnnc2)cc1	?	0	-4%	0%	1	8%	-22	2%	5%	10
CCCCc1nnc(NC(=O)CCS(=O)(=O)c2ccc(Cl)cc2)s1	.	-1	.	-4%	.	-39%[inhibitor]	4	.	2%	-3
COCCC(=O)N1CCC(Oc2ccc(C(=O)N(C)C(C)c3ccon3)cc2)CC1 (configuration not stated)	-3%	-1	11%	-4%	.	24%	-10	0%	8%	3
Cc1ccc(NC(=O)COc2nsnc2N2CCOCC2)cc1Cl	-2%	-1	-1%	-4%	-3	-34%	0	-1%	-3%	0
CN1/C(=C\C(=O)C[n+]2ccc(C(=O)c3ccccc3)cc2)C(C)(C)c2ccccc21	?	4	-1%	-9%	-3	4%	-9	7%	-14%	0
OC(CNCc1ccncc1)c1ccccc1 (configuration not stated)	0%	0	9%	5%	-2	9%	8	-1%	-4%	?

Looked up above:
Under MBNL1-CUG inh, Cc1cc(C(=O)COC(=O)CCC(=O)c2ccc3c(c2)OCCO3)c(C)n1Cc1ccco1 reads -12%
Under A-T KAP1 phos, CN1/C(=C\C(=O)C[n+]2ccc(C(=O)c3ccccc3)cc2)C(C)(C)c2ccccc21 reads -14%

(further entries)
SMILES	MBNL1-CUG inh	TRPV1 agonist	MLL CXXC-DNA inh	ASM inhibitor	FBPA coupling cs	Integrin act MD	KCNH2 WT inh	GALK inhibitor	A-T KAP1 phos	KCNH2 3.1 block
Cn1nc(C(=O)NCc2ccco2)c2ccccc2c1=O	-1%	-3	8%	5%	3	6%	-8	2%	-15%	0
Cc1cc(C(=O)Nc2ccc(Br)cc2)cs1	-2%	0	-3%	-2%	.	-11%	-19	0%	15%	1
O=C1/C(=C\c2ccc3c(c2)OCO3)CCC/C1=C/c1ccc2c(c1)OCO2	0%	-1	25%	-2%	-1	-48%[inhibitor]	-14	1%	6%	-2
COCCCNC(=O)CCn1nc(-c2ccc(Cl)cc2)ccc1=O	9%	-4	9%	-1%	4	-17%	-2	0%	-7%	14
CC(Cc1ccccc1)NC(=O)C1CCCNC1=O (configuration not stated)	3%	-2	-7%	1%	0	3%	-1	-2%	1%	-3

Some of these compounds in order of the GALK inhibitor value, descending.
Molecule	TRPV1 agonist	MLL CXXC-DNA inh	ASM inhibitor	Integrin act MD	GALK inhibitor
Cn1nc(C(=O)NCc2ccco2)c2ccccc2c1=O	-3	8%	5%	6%	2%
O=C1/C(=C\c2ccc3c(c2)OCO3)CCC/C1=C/c1ccc2c(c1)OCO2	-1	25%	-2%	-48%[inhibitor]	1%
Cc1cc(C(=O)Nc2ccc(Br)cc2)cs1	0	-3%	-2%	-11%	0%
CC(Cc1ccccc1)NC(=O)C1CCCNC1=O (configuration not stated)	-2	-7%	1%	3%	-2%

Rows were taken by chance. About 2% of those tested had a hit in this group.
